Source: PubChem
DSG3 Ab inh = blocks pemphigus antibody binding to human desmoglein-3. binding (percent of control), % at 10 µM. P32926. DSG3-coupled beads, scFv-anti-DSG3-GFP binding, flow cytometry; stronger effect = lower value. 0.48% of 310,000 active. AID 588358;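 active means binding more than 3 SD below its plate's average and above zero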;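 further: hits lower antibody fragment binding to DSG3; some compounds called inactive have numbers as strong as hits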
Target sequence (P32926 whole entry, looked up, the tested form may be a part): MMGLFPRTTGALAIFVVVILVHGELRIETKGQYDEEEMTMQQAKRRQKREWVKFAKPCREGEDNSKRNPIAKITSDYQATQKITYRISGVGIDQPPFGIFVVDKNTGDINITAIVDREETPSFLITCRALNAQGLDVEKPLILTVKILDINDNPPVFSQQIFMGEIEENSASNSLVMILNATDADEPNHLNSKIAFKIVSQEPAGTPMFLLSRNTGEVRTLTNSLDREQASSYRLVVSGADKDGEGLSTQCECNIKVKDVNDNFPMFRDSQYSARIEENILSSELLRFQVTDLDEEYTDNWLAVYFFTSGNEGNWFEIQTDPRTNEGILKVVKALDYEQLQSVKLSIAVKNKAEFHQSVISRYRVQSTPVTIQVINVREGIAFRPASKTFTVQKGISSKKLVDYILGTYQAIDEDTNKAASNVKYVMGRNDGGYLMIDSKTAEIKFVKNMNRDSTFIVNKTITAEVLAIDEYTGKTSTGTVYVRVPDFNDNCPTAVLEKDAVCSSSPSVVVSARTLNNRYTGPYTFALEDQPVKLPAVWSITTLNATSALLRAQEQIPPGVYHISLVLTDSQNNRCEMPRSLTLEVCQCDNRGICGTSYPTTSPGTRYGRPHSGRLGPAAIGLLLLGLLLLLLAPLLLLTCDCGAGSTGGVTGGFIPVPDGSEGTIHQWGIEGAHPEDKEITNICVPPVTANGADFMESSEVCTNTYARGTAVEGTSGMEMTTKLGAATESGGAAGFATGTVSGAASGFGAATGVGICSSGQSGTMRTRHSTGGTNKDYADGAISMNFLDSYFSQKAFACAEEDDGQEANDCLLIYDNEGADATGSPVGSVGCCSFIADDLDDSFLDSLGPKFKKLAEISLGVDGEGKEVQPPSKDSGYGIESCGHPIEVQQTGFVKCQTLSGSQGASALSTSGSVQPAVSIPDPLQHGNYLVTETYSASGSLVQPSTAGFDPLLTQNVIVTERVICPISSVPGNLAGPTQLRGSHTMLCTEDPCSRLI
Keap1-Nrf2 PPI = disrupts human Keap1 binding to Nrf2 peptide; Q14145; Keap1 Kelch-Nrf2 peptide fluorescence polarization, 1536-well; inhibition, % at 9.4 µM; 0.15% of 340,000 active; in the data active means inhibition above about 12%;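 further: human Keap1 Kelch domain with fluorescein labeled Nrf2 9mer peptide probe; 0% = neutral control wells and 100% = peptide positive control; higher means more block of Keap1 binding to Nrf2 peptide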
Arr AP2 block = inhibitors of human beta-arrestin and AP2 interaction | FITC-arrestin peptide / GST-AP2 beads, flow cytometry; AP2 beta2 appendage carries R879A mutation | inhibition, % at 10 µM | 0.31% of 340,000 active | AID 504490;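 active means inhibition above a set limit, near 3 SD of compounds lacking own fluorescence, cut at about 54% in these data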;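 further: plate controls were DMSO wells for no effect and 5 µM unlabelled arrestin peptide for full effect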
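System: GST-AP2 R879A bound to glutathione beads, E. coli-expressed. Also added: 50 nM FITC-arrestin peptide. Schedule: compound with beads 12 min RT, then probe 1 h RT. Signal: bead flow cytometry, FITC channel. Read-out basis: percent response.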
DAGLB inh = diacylglycerol lipase beta (human) inhibition | Q8NCG7 | 0.059% of 340,000 active | inhibition, % at 5.17 µM | HEK293T DAGLB membrane lysate, EnzChek fluorogenic substrate; in the data active means inhibition above about 34%;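 further: 0% = enzyme with vehicle and 100% = wells lacking enzyme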
CAL PDZ FP-1 = inhibitors of human CAL PDZ peptide binding; Q9HD26; purified CAL PDZ, TMR-peptide fluorescence polarization, 1 h; inhibition, % at 20 µM; 0.02% of 330,000 active; AID 504414;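 active means highest replicate inhibition of at least 40%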;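 further: plate controls were DMSO neutral control wells for no effect and unlabeled competitor peptide control wells for full effect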
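Read-out basis: mP drop reported as inhibition | Assay system: Tagged CAL PDZ protein CerCALP, purified | Benchmarks: Unlabelled peptide for full inhibition, DMSO wells as neutral | Schedule: 1 h incubation at room temperature before polarization reading | Buffer or medium: Sodium phosphate/NaCl buffer pH 7.4 with TCEP, IgG, Thesit | Doses: Single point, 20 µM | Measured by: Fluorescence polarization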
C-LANA FP = blocks KSHV LANA C-terminal domain binding to DNA; MBP-C-LANA/FAM-LBS DNA binding, fluorescence polarization; inhibition, % at 9 µM; 0.078% of 340,000 active;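 active means highest replicate inhibition at or above 60% at 9 µM, even if other replicates fall short; inactive means all replicates below 60% inhibition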;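 further: 0% = neutral control wells and 100% = 4 µM acridine orange control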
NSD2 inh = inhibitors of human histone methyltransferase NSD2; O96028; NSD2 peptide methylation, AlphaScreen, 120 min; inhibition, % at 12.5 µM; 0.54% of 310,000 active; in the data active means inhibition above about 50%
RTF Ca sens inh = cardiac RTF calcium desensitization. P19429+P45379. inhibition, % at 7.15 µM. IANBD-labeled cardiac RTF, Ca2+ fluorescence. AID 493244. 0.12% of 340,000 active;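 active means inhibition above the mean inhibition of all tested compounds plus 3 SD, cut at about 17% in these data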;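 further: assay run at fixed EC70 calcium of 1.6 mM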
CAL PDZ FP-2 = inhibitors of human CAL PDZ peptide binding | AID 602252 | purified CAL PDZ, TMR-peptide fluorescence polarization, 1 h | 0.92% of 300,000 active | Q9HD26 | inhibition, % at 24.9 µM;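 active means mean inhibition of at least 30% with at least half of replicates also reaching 30%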;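 further: 0% = DMSO neutral control and 100% = excess unlabeled competitor peptide PRC23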
V-ATPase pHluor = alters yeast V-ATPase proton transport | response, % at 10 µM | 0.37% of 350,000 active | S. cerevisiae, pHLuorin cytosolic pH fluorescence | AID 504577; in the data active means response mostly above about 7.3%, no sharp cut-off; inactive means mostly below about 5.4%; further: actives read high; inactives centre near 0; some compounds called inactive have numbers as strong as hits
* marks the source's active call; other numbers are inactive results; · = not tested or not shown; & = joins results of further samples. An excerpt (hit frequency here may not be typical).

item | structure | DSG3 Ab inh | Keap1-Nrf2 PPI | Arr AP2 block | DAGLB inh | CAL PDZ FP-1 | C-LANA FP | NSD2 inh | RTF Ca sens inh | CAL PDZ FP-2 | V-ATPase pHluor
1 | COc1ccc(CN(C)C(=S)Nc2ccc(Cl)cc2Cl)cc1 | 101 | 1 | 8 | -4 | -1.0 | 1.2 | · | 0 | -2 | 1
2 | COc1ccc(Br)cc1/C=C(\C(=O)O)c1ccc(S(=O)(=O)N2CCCC2)s1 | 131 | 1 | 7 | 10 | -1.5 | 15 | 32 | 2 | -12 | 0
3 | NC(=O)c1cc2ccccc2o/c1=N\NC(=O)c1ccc(F)cc1 | 112 | 3 | 13 | 3 | -1.2 | -0.8 | 0 | -7 | -6 | 0
4 | CCOc1ccc(CCNC(=O)C(CCC(N)=O)NC(=O)OCc2ccccc2)cc1OCC (stereo not given) | 127 | -4 | 2 | 1 | -1.7 | 0.0 | -1 | -6 | -2 | 3
5 | Cc1ccccc1NC(=O)/C(C#N)=C/c1ccc(-c2ccc(Cl)c(C(=O)O)c2)o1 | 92 | 2 | 11 | 2 | -5.4 | -1.5 | 4 | -5 | 6 | 1
6 | O=C(CCc1nnc2ccc(NCc3ccco3)nn12)Nc1cc(F)ccc1F | 82 | -4 | 10 | 2 | -2.5 | -1.0 | 2 | -3 | 27 | 2
7 | O=C(O)c1ccc(N2C(=O)CSC2=S)cc1 | 99 | -2 | 44 | 0 | -0.4 | 0.4 | 1 | 0 | -1 | -4
8 | CCCCn1cnc2c(=S)nc(N)[nH]c21 | 82 | -4 | 1 | 2 | 5.4 | -1.3 | 57* | 13 | -2 | -1
9 | COc1ccc(N/C(=C2\CCCC2=O)C2CCCCC2)cc1 | 101 | -2 | -3 | 1 | 0.9 | -0.6 | · | -2 | -2 | -1
10 | Cc1ccc(NC(=O)Cn2c(=O)c3cccn3c3ccccc32)c(Cl)c1 | 32* | -3 | -10 | -1 | -4.0 | 0.6 | -4 | -4 | 0 | -6
11 | Cc1ccccc1NC(=S)N1CCOCC1 | 88 | -6 | -10 | -1 | -1.2 | 1.0 | 0 | -9 | -2 | 4
12 | Nc1cccc(NC(=O)c2cccs2)c1 | 75 | 1 | 9 | -1 | 0.0 | 0.4 | 2 | 1 | -2 | -8
13 | Cc1ccc(NC(=S)C2=C(O)c3sccc3N(C)S2(=O)=O)cc1 | 105 | -5 | -1 | 5 | -1.8 | 1.1 | 9 | 4 | 1 | -1
14 | c1ccc(CNC2=NCCC2)nc1 | · | -4 | 4 | 0 | -1.5 | -1.1 | 0 | -5 | -1 | 3
15 | Cc1cc(S(=O)(=O)NC(C)c2nnc3ccccn23)ccc1Br (stereo not given) | 95 | -3 | 3 | 1 | -0.8 | -0.1 | 0 | 1 | · | -4
16 | COc1cccc(/C=C/C(=O)Nc2ccc(N3CCOCC3)cc2)c1OC | 96 | 0 | 2 | 3 | 0.3 | 1.1 | 3 | 2 | -1 | -1
17 | CCC(=O)c1ccc(OC)c(OC)c1OCc1ccccc1 | · | 2 | 30 | 0 | -0.7 | -0.2 | -2 | 0 | -5 | -1
18 | O=C(c1ccccc1NS(=O)(=O)c1ccc(F)cc1)N1CCOCC1 | 114 | 3 | -9 | 3 | -1.5 | -0.3 | 35 | -6 | 1 | -3
19 | CC1CCc2[nH]c3ccc(C(=O)N(C)CC(=O)Nc4cccc(F)c4)cc3c2C1 (stereo not given) | 130 | -3 | -2 | -2 | -3.8 | 1.3 | -2 | -5 | -4 | 6
20 | COC(=O)c1cccc(NC(=O)CC2C(=O)NCCN2C(=O)Nc2cc(C)cc(C)c2)c1 (stereo not given) | 102 | -3 | 2 | 3 | -4.1 | 1.2 | · | -4 | -7 | -1
21 | O=C(CCN1C(=O)COc2ccccc21)NCCCN1CCN(c2ccccc2F)CC1 | 97 | -1 | -4 | -1 | -2.7 | -0.4 | · | -5 | -1 | 6
22 | [N-]=C=C1C(=S)NC(=O)[C@H]([n+]2ccccc2)[C@H]1c1ccc(Cl)cc1 | 101 | -8 | -1 | 7 | 0.7 | -0.4 | 7 | -13 | -2 | 4
23 | CCOC(=O)C1=C(C)NC(C)=C(C(=O)OCC)C1C(=O)OCC(=O)N1c2ccccc2CC1C (stereo not given) | 104 | 1&-7 | 16&-3 | 1&-2 | -0.1 | 1.4&-0.1 | -2&-7 | -12&0 | -1&1 | -1&-3
24 | COc1ccc(-c2[nH]ncc2CNC(C)c2ccccc2Cl)cc1F (stereo not given) | 99 | 0 | 7 | -2 | -1.0 | -0.4 | · | 4 | 5 | 0
25 | O=C(COc1ccc(Cl)cc1Cl)NNC(=O)c1cccnc1 | 87 | 0 | 3 | 2 | -2.6 | -0.9 | -9 | 2 | 0 | -4
26 | CCn1cc(CN2CCC(n3nccc3NC(=O)Cc3ccccc3)CC2)c(C)n1 | · | -5 | -2 | -2 | 3.0 | 1.2 | 0 | -3 | -1 | -2
27 | CCN(CC(=O)Nc1ccc(N2CCOCC2)cc1)C(=O)c1ccc(C(F)(F)F)cc1 | 83 | -7 | 0 | 2 | -5.8 | 0.7 | 1 | 8 | -5 | 0
28 | CC(C)(C)c1ccc(-n2ncc3c2CCCC3NC(=O)C2=NNC(=O)CC2)cc1 (stereo not given) | 94 | -1 | 45 | 1 | -0.9 | 1.3 | 2 | -8 | -5 | 6
29 | O=[N+]([O-])c1ccc(Nc2cccc3c2[nH]c2c(-c4ccccc4)nccc23)c([N+](=O)[O-])c1 | 79 | 3 | 5 | 13 | -0.7 | 0.3 | 23 | 2 | -2 | -4
30 | NC(=S)N=Nc1c(O)[nH]c2ccccc12 | 115 | 5 | -2 | -1 | -0.8 | -1.2 | -2 | -5 | · | -5
31 | CCOC(=O)c1ccc(NS(=O)(=O)c2c(C)n[nH]c2C)cc1 | 100 | 0 | 33 | 1 | 0.4 | -1.9 | -1 | -2 | · | 1
32 | COc1cc(C(C)=O)ccc1OCc1cc(C(=O)N2CCSCC2)no1 | · | 5 | -10 | 2 | -0.5 | 1.0 | -2 | -5 | · | 2
33 | CCN(CC)c1ccc(CNc2nc3ccccc3n2CCN2CCOCC2)cc1 | 102 | -5 | 13 | 0 | 0.0 | -1.7 | 3 | -14 | -2 | 3
34 | CCOC(=O)c1c(C)[nH]c(C(=O)COC(=O)CNS(=O)(=O)c2ccc(C)cc2)c1C | 112 | -5 | 0 | -4 | -2.7 | -2.3 | -8 | -4 | -3 | -5
35 | O=C(N/N=C/c1cccc([N+](=O)[O-])c1)C1COc2ccccc2O1 (stereo not given) | 108 | -2 | 58* | 0 | -6.2 | -2.1 | 2 | -8 | -4 | 1
36 | Fc1nc(N2CCCC2)c(F)c(Oc2ccccc2Oc2c(F)c(F)nc(N3CCCC3)c2F)c1F | 101 | 1 | 12 | -1 | -2.3 | -1.5 | · | 5 | -3 | -3
37 | Oc1ccccc1-c1cc(-c2ccccc2)n[nH]1 | 110 | -6 | -8 | -2 | -2.1 | -0.2 | · | 3 | 4 | 0
38 | CCCN(CC(=O)c1cc(C)n(C)c1C)S(=O)(=O)c1cccc(C(F)(F)F)c1 | 107 | -4 | 32 | -5 | -0.1 | -1.8 | · | -5 | 0 | 2
39 | O=C(Nc1nccs1)C1CC(=O)N(Cc2ccco2)C1 (stereo not given) | 99 | -11 | -2 | 2 | -0.7 | 1.7 | -1 | -6 | 1 | 0
40 | Cc1cccc(NCc2ccc([N+](=O)[O-])s2)c1 | 121 | 1 | -8 | 3 | 0.5 | -1.3 | 6 | 1 | -1 | 1
41 | CC#CCc1cc2ccccc2c(=O)o1 | 96 | 0 | 24 | -3 | 0.4 | 1.9 | · | -4 | 0 | 0
42 | CN1CCN(CCCn2cnc3c(=O)oc4ccccc4c32)CC1 | 97 | 4 | -4 | -2 | -2.0 | 2.6 | · | -8 | -1 | -1
43 | COc1ccc([N+](=O)[O-])c(OC)c1C(=O)NC(=O)Nc1nc(C)cc(C)n1 | 104 | -4 | 4 | -1 | -0.5 | 1.5 | -3 | -9 | -3 | -1
44 | Cc1ccc2nc(SCC(=O)Nc3nonc3N)[nH]c2c1 | 99 | 2 | -6 | -1 | -1.2 | -0.2 | -3 | -12 | 2 | -1
45 | CC(=O)Nc1cccc(NC(=O)c2sc3ncn(CC(=O)N4CCCCC4)c(=O)c3c2C)c1 | 99 | -2 | 20 | 1 | -1.6 | -0.4 | -2 | 0 | · | -1
46 | CC(NC(=O)NC1CCCCC1)C(c1cccs1)N1CCN(C)CC1 (stereo not given) | 103 | 1 | 7 | 0 | -0.7 | 30 | · | -5 | -2 | -1
47 | N#Cc1c(C(F)(F)F)cc(-c2ccccc2)nc1SCC(=O)Nc1sc2c(c1C#N)CCC2 | 108 | -5 | -5 | 1 | -2.2 | 0.6 | -1 | -6 | -4 | -3
48 | COc1ccc(OCCSc2nnc(CCNC(=O)c3ccc(Cl)c(Cl)c3)n2C)cc1 | 113 | -2 | -5 | 1 | -0.1 | 1.0 | 59* | -2 | 0 | 5
49 | COC(=O)c1c(NC(=O)COC(=O)Cn2cnc3ccccc32)sc(C)c1C | 105 | 0 | 24 | -1 | -2.1 | 0.7 | -1 | 10 | -3 | -3
50 | CCN(CC)S(=O)(=O)c1cccc(NC(=O)COc2ccc(Cl)cc2Br)c1 | 112 | -4 | -1 | -7 | 0.0 | 1.1 | -1 | 3 | -1 | 6

Further entries follow:
item | structure | DSG3 Ab inh | Keap1-Nrf2 PPI | Arr AP2 block | DAGLB inh | CAL PDZ FP-1 | C-LANA FP | NSD2 inh | RTF Ca sens inh | CAL PDZ FP-2 | V-ATPase pHluor
51 | CCC(=O)c1cc2c(C)cc(=O)oc2c(C)c1OC(C)=O | 100 | -3 | 22 | -1 | -1.1 | 1.7 | 0 | -13 | -1 | -1
52 | CN(C)C(=O)c1cc(Br)ccc1Cl | · | 1 | -3 | -2 | -0.4 | 0.5 | 14 | 3 | 2 | 2
53 | Cc1ccc(S(=O)(=O)N2CCCCC2)cc1NC(=O)C1CC(=O)N(Cc2ccco2)C1 (stereo not given) | · | -11 | -9 | 2 | -0.6 | 0.3 | -2 | 3 | -1 | 0
54 | COc1ccc(N(CC(=O)N2CCN(C)CC2)S(C)(=O)=O)cc1OC | 103 | 0 | -1 | 0 | · | -2.2 | · | -24 | -3 | -2
55 | CCCC(=O)Nc1ccc(NC(=O)CCc2ccccc2)cn1 | 104 | -2 | 12 | 6 | -0.8 | 1.3 | · | -1 | -2 | -1
56 | CCn1c(=O)cc(OCC(=O)NCCC(C)C)c2ccccc21 | 110 | 6 | -1 | -5 | -0.5 | 1.0 | · | -5 | · | -2
57 | Cc1cc(N2C(=O)c3ccc(C(=O)Nc4ccc(CC(=O)O)cc4)cc3C2=O)no1 | · | 3 | 0 | -1 | -1.1 | -0.1 | -2 | -13 | 3 | 4
